Screening data (PubChem BioAssay)
CHRM4 agonist – CHRM4 agonism in calcium assay; P08173; CHO-K1 hM4/Gqi5, Fluo-8 calcium fluorescence; vehicle 0%, full acetylcholine response 100%; activation, % at 3 µM; hit rate 0.14% among 360,000; AID 624127;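 active = activation above the run mean over all test wells plus 3 SD, cut at about 32% in these data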;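 also: peak over basal fluorescence ratio per well then scaled between controls; 0% = DMSO wells and 100% = acetylcholine at EC100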
CHRM4 PAM – potentiates acetylcholine response at human M4 receptor. CHO-K1 hM4/Gqi5, Fluo-8 calcium fluorescence, ACh EC20; 0% = ACh EC20, 100% = maximal ACh. activation, % at 3 µM. hit rate 0.4% among 360,000;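 active = activation above its plate's cutoff, the mean activation of sample wells plus 3 SD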; also: some results filed as inactive read as strong as hits
M5 ag – CHRM5 agonism in calcium assay | P08912 | CHO-K1 hM5 cells, Fluo-8 calcium fluorescence; 0% DMSO wells, 100% maximal acetylcholine response | activation, % at 3 µM | hit rate 0.19% among 360,000 | AID 624037;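 active = activation above the run's mean over test compounds plus 3 SD, cut at about 23% in these data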;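 also: signal is peak over basal fluorescence ratio across the kinetic read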
Target sequence (P08912 whole entry, looked up): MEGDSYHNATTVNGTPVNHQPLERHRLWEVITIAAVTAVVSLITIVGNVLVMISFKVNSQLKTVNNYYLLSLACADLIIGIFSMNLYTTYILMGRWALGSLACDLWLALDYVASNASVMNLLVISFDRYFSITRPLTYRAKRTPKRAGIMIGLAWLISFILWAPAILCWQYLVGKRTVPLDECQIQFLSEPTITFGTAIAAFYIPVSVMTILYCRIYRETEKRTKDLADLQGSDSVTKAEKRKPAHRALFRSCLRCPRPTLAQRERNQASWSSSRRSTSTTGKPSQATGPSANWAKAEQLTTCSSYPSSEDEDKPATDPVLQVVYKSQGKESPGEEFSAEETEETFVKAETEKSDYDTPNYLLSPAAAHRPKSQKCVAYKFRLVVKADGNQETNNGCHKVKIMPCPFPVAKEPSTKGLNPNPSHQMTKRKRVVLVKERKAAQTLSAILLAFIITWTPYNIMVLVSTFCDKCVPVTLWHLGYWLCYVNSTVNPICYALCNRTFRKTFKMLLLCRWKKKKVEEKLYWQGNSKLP
M5 antag – blocks acetylcholine activation of human M5 receptor; CHO-hM5 cells, Fluo-8 calcium fluorescence, ACh EC80; inhibition, % at 3 µM; hit rate 0.59% among 360,000;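 active = inhibition above a per-plate cutoff, the mean of that plate's test compounds plus 3 SD, cut at about 27% in these data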;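 also: 0% = acetylcholine EC80 with DMSO and 100% = DMSO without agonist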
M5 PAM – CHRM5 positive allosteric modulation | P08912 | CHO-K1 hM5, Fluo-8 calcium, ACh EC20 PAM; 0% = ACh EC20, 100% = ACh EC100 | activation, % at 3 µM | hit rate 0.3% among 360,000 | AID 624038;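 active = activation above the run cutoff, the mean activation of all test compounds plus 3 SD, cut at about 18% in these data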
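Assay system: CHO-K1 hM5 cells / Incubation: Fluo-8 loading 80 min at 37 °C plus 30 min room temperature / Technique: Fluo-8 calcium dye fluorescence, kinetic read / Repeats: single replicate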
CRFBP-R2 agonist – agonists of human CRF-binding protein/CRF-R2 receptor complex | HEK293 CRF-R2/CRF-BP, calcium dye fluorescence (FLIPR); percent of saturating CRF peptide response | activation, % at 13.2 µM | hit rate 0.46% among 350,000;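 active = activation of at least 50%, plus an integration ratio under a set limit after plate pattern correction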;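 also: plate controls were neutral control wells without compound for no effect and CRF at EC100 for full effect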
IDE inh – inhibitors of human insulin-degrading enzyme in cells | P14735 | HEK cells, FAbetaB cleavage, fluorescence polarization | inhibition, % at 5.59 µM | hit rate 0.41% among 320,000 | AID 434962;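 active = percent inhibition above the average of all tested compounds plus 3 SD, set per screening campaign, cut at about 16% in these data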;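 also: IDE supplied by intact live HEK cells; FP after avidin binding of uncleaved biotin substrate so inhibition keeps polarization high; 0% = DMSO wells and 100% = 60 µM reference IDE inhibitor Ii1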
CRFBP-R2 block – blocks CRF-induced signaling of the CRF-BP/CRF-R2 complex | HEK293 CRF-R2/CRF-BP, CRF-induced calcium fluorescence | inhibition, % at 11.8 µM | hit rate 0.59% among 350,000 | AID 588475;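 active = inhibition of the ligand-induced calcium signal above about 50% at the single tested concentration, limit read from the data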
CHRM4 antagonist – CHRM4 antagonism in calcium assay | hit rate 0.73% among 360,000 | CHO-hM4 cells, ACh EC80, Fluo-8 calcium fluorescence | inhibition, % at 3 µM;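 active = inhibition above its plate's cutoff, the mean inhibition of sample wells plus 3 SD, cut at about 27% in these data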;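 also: 0% = acetylcholine EC80 with DMSO and 100% = DMSO without agonist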
An asterisk follows results filed as active; · = not tested or not shown.

SMILES	CHRM4 agonist	CHRM4 PAM	M5 ag	M5 antag	M5 PAM	CRFBP-R2 agonist	IDE inh	CRFBP-R2 block	CHRM4 antagonist
Clc1ccccc1CN(Cc1ccccc1)C(c1cccs1)c1nnnn1C1CCCC1 (configuration not stated)	-1	-5	-2	1	1	-1.0	1	-7	-2
CCOc1ccccc1NC(=O)COC(=O)C(CC(C)C)N1C(=O)C2CC=CCC2C1=O (configuration not stated)	7	-2	-1	2	-11	-0.6	2	24	-3
O=C(O)CCN1C(=O)C(=C2CCCCCC2)SC1=S	0	2	-2	0	0	1.4	3	5	3
O=C(CSc1ncn[nH]1)NN(c1ccccc1)c1ccccc1	1	4	-3	5	0	0.0	3	-8	10
CN(CC(=O)Nc1ccccc1)CC(=O)Nc1ccc(F)cc1	1	-6	-1	7	1	1.1	4	-9	7
COc1ccc(NC(=O)c2cc(-c3ccccc3)nc3c2c(C)nn3-c2ccccc2)c(OC)c1	0	-2	-1	3	-2	-1.0	3	7	12
CCOC(=O)[C@H]1[C@H]2COc3cc(OC)ccc3[C@@H]2N2C(=O)N(c3ccc(Br)cc3)C(=O)[C@@]12C	0	-7	-2	11	-18	2.4	-1	2	11
COc1ccc(/C=N/NC(=O)CNC(=O)c2ccncc2)cc1OC	2	0	-1	8	-2	0.4	3	4	2
CC(C)n1nnnc1SCC(=O)c1c(N)n(C2CC2)c(=O)[nH]c1=O	1	7	5	2	5	-1.7	2	2	5
COc1ccc(N2C(=O)C(CC(=O)Nc3ccccc3)N(Cc3ccc4c(c3)OCO4)C2=O)cc1 (configuration not stated)	8	-11	4	-1	-5	1.5	-1	-37	-3
COc1ccc(OCc2cc(C(=O)N(C)Cc3cnccn3)no2)c(Cl)c1	1	-5	-4	16	-9	-1.4	8	20	8
O=C1c2ccccc2C(=O)N1S(=O)(=O)c1ccccc1	0	-1	-2	2	4	0.3	7	5	1
COc1ccc(OC)c(N=c2ssnc2Cl)c1	1	-1	2	0	5	-1.2	-2	-11	4
C/C(=C/C(=O)Nc1cccc(F)c1)N1CCCC1	2	1	-4	-6	-2	-2.6	3	8	-6
CS(=O)(=O)N(CC(=O)NC1CCCCC1)c1cccc(F)c1	0	3	-4	6	9	0.2	3	-2	2
COc1cc(CNCc2ccccc2)ccc1OCC(O)c1ccccc1 (configuration not stated)	1	2	4	17	-3	-0.9	1	23	3
CCCc1c2c(cc3c(=O)cc(C(=O)OCC)oc13)CCCC2	-1	-2	-5	6	-4	2.5	1	-10	-1
COc1ccccc1CN1CC(C(=O)N(C)Cc2ccc(C)o2)CCC1=O (configuration not stated)	2	0	-6	15	-10	1.1	7	2	1
COC(=O)c1[nH]c(C)c(/C(O)=C2\C(=O)C(=O)N(CCN(C)C)C2c2cccs2)c1C (configuration not stated)	1	3	-3	-3	4	-1.1	1	-4	-3
CCOc1ccc(-c2c(C(=O)N/N=C/c3ccc(O)cc3)nnn2-c2nonc2N)cc1	2	3	7	5	9	0.8	0	-40	5
CC(C)C(=O)Nc1cc(S(=O)(=O)Nc2cccc(Cl)c2)ccc1Cl	-2	-1	-1	-1	-2	0.5	-1	8	-4
O=C(OCc1ccccc1F)c1cnc(Cl)c(Cl)c1	1	-4	-1	-6	4	0.1	-3	2	8
Cc1cccc(C(C)C)c1NC(=O)CSc1ncnc2[nH]ncc12	1	-2	2	-6	-3	-0.1	3	4	6
Cc1ccc(C)c2nc3sc(C(=O)N4CCOCC4)c(N)c3cc12	4	3	8	-16	2	-0.5	7	-14	0
COc1ccc(OC)c(NC(=O)c2cccnc2Sc2cc(C)ccc2C)c1	-2	1	-1	-4	4	1.9	-3	-17	-11

Complete entries, quoted from the list. Values in the order: CHRM4 agonist | CHRM4 PAM | M5 ag | M5 antag | M5 PAM | CRFBP-R2 agonist | IDE inh | CRFBP-R2 block | CHRM4 antagonist
COc1ccc(OC)c(NC(=O)c2cccnc2Sc2cc(C)ccc2C)c1 is listed as -2 | 1 | -1 | -4 | 4 | 1.9 | -3 | -17 | -11
CN(CC(=O)Nc1ccccc1)CC(=O)Nc1ccc(F)cc1 is listed as 1 | -6 | -1 | 7 | 1 | 1.1 | 4 | -9 | 7
COc1ccc(/C=N/NC(=O)CNC(=O)c2ccncc2)cc1OC is listed as 2 | 0 | -1 | 8 | -2 | 0.4 | 3 | 4 | 2
CS(=O)(=O)N(CC(=O)NC1CCCCC1)c1cccc(F)c1 is listed as 0 | 3 | -4 | 6 | 9 | 0.2 | 3 | -2 | 2

The list continues.
SMILES	CHRM4 agonist	CHRM4 PAM	M5 ag	M5 antag	M5 PAM	CRFBP-R2 agonist	IDE inh	CRFBP-R2 block	CHRM4 antagonist
COc1cc(-c2noc(C)c2C#Cc2ccccn2)cc(OC)c1OC	7	-4	-4	9	-5	1.3	-5	14	7
CCc1nc(NCC2CC2)c2nnn(Cc3ccccc3)c2n1	0	4	1	-6	2	0.8	·	1	-3
CCCN1C(=O)NC2(O)C(=O)c3ccccc3C12O (configuration not stated)	1	13	-1	1	-3	0.2	5	19	1
O=[N+]([O-])c1ccc(Cl)cc1CNc1ccc(F)c(F)c1	0	2	-4	6	-4	0.2	3	-1	-1
COc1cc(NC(=S)NCc2ccco2)c(OC)cc1Cl	2	2	-5	13	-7	0.0	3	2	3
CC(C)Cn1c2c(c(=O)[nH]c1=O)C(C(F)(F)F)(C(F)(F)F)N=C(CCC1CCCCC1)N2	4	4	1	5	-3	0.5	-1	-24	-12
CCOC(=O)c1cc(S(=O)(=O)N2CCN(C(=O)OCC)CC2)cn1C	1	5	5	-9	3	-0.9	0	-4	9
O=C(CSc1nnc(-c2ccccn2)n1Cc1ccccc1)NC1CCCC1	1	8	-2	-6	4	1.2	-1	-8	7
O=S(=O)(Nn1cnnc1)c1ccccc1Cl	1	1	2	6	1	0.8	2	10	5
Cc1ccc(C(=O)N2[C@@H]3CN(C)C(=O)[C@@]2(C)[C@H]2C(=O)N(Cc4ccccc4)C(=O)[C@@H]32)cc1	0	3	3	6	3	-1.8	·	-3	7
O=c1c(Cc2ccccc2O)c(O)nc2n1CCCS2	-2	11	4	-5	1	4.8	1	-25	-23
Cc1cc(C)c(OCCN2C(=O)NC(C)(C)C2=O)c(Cl)c1	-1	25	-3	-10	5	-2.6	0	-8	-11
Oc1cc(O)c2c(c1)OC(c1ccc(O)c(O)c1)C(O)C2 (configuration not stated)	2	-6	0	3	-5	2.5	0	-1	7
COc1ccc(OC)c(NC(=O)CSc2nnc(CNC(=O)c3cccs3)o2)c1	1	0	0	5	3	-0.4	-3	4	7
O=C(CCC(=O)OC(C(=O)c1ccccc1)c1ccccc1)Nc1ccccc1 (configuration not stated)	-1	3	0	6	-1	-0.2	2	-31	5
COc1ccc(C(=O)CN(Cc2ccccc2)C2=NCCS2)cc1	2	1	-7	-1	1	-3.1	6	22	1
COc1cccc(C(=O)COC(=O)c2n[nH]c(=O)c3ccccc23)c1	1	9	0	-4	-5	0.7	0	-25	-3
CCN1C(=O)[C@H]2[C@H]3CN=C(SC)N3[C@@](CC)(C(=O)OC)[C@H]2C1=O	2	1	-2	-15	4	-3.5	·	0	-30
Cc1nnc(NC(=O)CC(CN(C)S(=O)(=O)c2ccccc2)c2ccccc2)s1 (configuration not stated)	3	-6	0	2	-5	-0.2	2	-23	-3
CC(C)(C)NC1=NCCNC(c2ccccc2)=C1	0	-9	-1	-1	-2	1.2	·	12	15
CCN1C(=O)N[C@@H](c2cccc(C(F)(F)F)c2)C(C(=O)OC)=C1C	1	17	-1	-1	12	-2.4	0	10	-5
CC1CCCN(S(=O)(=O)c2ccc3c(c2)n(C)c(=O)c(=O)n3C)C1 (configuration not stated)	1	7	0	2	7	0.5	2	-11	0
CCOc1cccc(C(=O)Nc2ccc(N3CCN(S(C)(=O)=O)CC3)cc2)c1	3	2	-3	-6	7	-0.8	0	7	-14

A different layout for part of the listing above.
| SMILES | CHRM4 agonist | CHRM4 PAM | M5 ag | M5 antag | M5 PAM | CRFBP-R2 agonist | IDE inh | CRFBP-R2 block | CHRM4 antagonist |
| --- | --- | --- | --- | --- | --- | --- | --- | --- | --- |
| CCCN1C(=O)NC2(O)C(=O)c3ccccc3C12O (configuration not stated) | 1 | 13 | -1 | 1 | -3 | 0.2 | 5 | 19 | 1 |
| O=[N+]([O-])c1ccc(Cl)cc1CNc1ccc(F)c(F)c1 | 0 | 2 | -4 | 6 | -4 | 0.2 | 3 | -1 | -1 |
| COc1cc(NC(=S)NCc2ccco2)c(OC)cc1Cl | 2 | 2 | -5 | 13 | -7 | 0.0 | 3 | 2 | 3 |
| CC(C)Cn1c2c(c(=O)[nH]c1=O)C(C(F)(F)F)(C(F)(F)F)N=C(CCC1CCCCC1)N2 | 4 | 4 | 1 | 5 | -3 | 0.5 | -1 | -24 | -12 |

Gathered by group, the entries above containing a furan ring, fused or not
SMILES	CHRM4 agonist	CHRM4 PAM	M5 ag	M5 antag	M5 PAM	CRFBP-R2 agonist	IDE inh	CRFBP-R2 block	CHRM4 antagonist
COc1ccccc1CN1CC(C(=O)N(C)Cc2ccc(C)o2)CCC1=O (configuration not stated)	2	0	-6	15	-10	1.1	7	2	1
COc1cc(NC(=S)NCc2ccco2)c(OC)cc1Cl	2	2	-5	13	-7	0.0	3	2	3

Results in CHRM4 agonist, CRFBP-R2 agonist and M5 PAM, for some of the entries so far:
| canonical_smiles | CHRM4 agonist | CRFBP-R2 agonist | M5 PAM |
| --- | --- | --- | --- |
| Cc1ccc(C(=O)N2[C@@H]3CN(C)C(=O)[C@@]2(C)[C@H]2C(=O)N(Cc4ccccc4)C(=O)[C@@H]32)cc1 | 0 | -1.8 | 3 |
| O=c1c(Cc2ccccc2O)c(O)nc2n1CCCS2 | -2 | 4.8 | 1 |
